JMJD2A Tudor inh: qHTS Assay for Inhibitors of JMJD2A-Tudor Domain | Potency, µM (highest dose often 114 µM), without a hit: top-dose activity change, negative = inhibition, most hits filed as inhibitors | AID 504339, 2011 | Lysine-specific demethylase 4A (Homo sapiens), O75164 | 390,000 compounds, 4.4% hits | AlphaScreen JMJD2A-Tudor / H3K4me3 peptide binding; also: % is scaled to controls: 0 for no effect and ±100 for the full control effect; nearly all actives have a fitted effect of over 50% in size
G9a inh: qHTS Assay for Inhibitors of Histone Lysine Methyltransferase G9a | Histone-lysine N-methyltransferase EHMT2 (Homo sapiens), Q96KQ7 | G9a H3K9 monomethylation, AlphaScreen, 2 h | Potency, µM (highest dose often 102 µM), for inactives: top-dose activity, negative = inhibition, most hits filed as inhibitors | 350,000 compounds, 8.8% hits | AID 504332, 2011; also: % is scaled to controls: 0 for no effect and ±100 for the full control effect; nearly all actives have a fitted effect of over 75% in size
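Chemiluminescent proximity detection of H3K9 monomethylation, read after 10 min bead incubation in the dark. Reaction: 20 nM G9a, 500 nM biotin-H3K9 peptide, 20 uM SAM cofactor, 2 h, room temperature, following 15 min enzyme-compound preincubation.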
POLK inh: qHTS for Inhibitors of Polymerase Kappa | DNA polymerase kappa (Homo sapiens), Q9UBT6 | purified Pol kappa, fluorescent DNA synthesis assay, 10 min | Potency, µM (doses to about 107 µM), for the others: top-dose activity, negative = inhibition, usual class: inhibitors | 400,000 compounds, 0.53% hits | AID 588579, 2011; also: % is scaled to controls: 0 for no effect and ±100 for the full control effect
Target sequence (Q9UBT6 whole entry, looked up): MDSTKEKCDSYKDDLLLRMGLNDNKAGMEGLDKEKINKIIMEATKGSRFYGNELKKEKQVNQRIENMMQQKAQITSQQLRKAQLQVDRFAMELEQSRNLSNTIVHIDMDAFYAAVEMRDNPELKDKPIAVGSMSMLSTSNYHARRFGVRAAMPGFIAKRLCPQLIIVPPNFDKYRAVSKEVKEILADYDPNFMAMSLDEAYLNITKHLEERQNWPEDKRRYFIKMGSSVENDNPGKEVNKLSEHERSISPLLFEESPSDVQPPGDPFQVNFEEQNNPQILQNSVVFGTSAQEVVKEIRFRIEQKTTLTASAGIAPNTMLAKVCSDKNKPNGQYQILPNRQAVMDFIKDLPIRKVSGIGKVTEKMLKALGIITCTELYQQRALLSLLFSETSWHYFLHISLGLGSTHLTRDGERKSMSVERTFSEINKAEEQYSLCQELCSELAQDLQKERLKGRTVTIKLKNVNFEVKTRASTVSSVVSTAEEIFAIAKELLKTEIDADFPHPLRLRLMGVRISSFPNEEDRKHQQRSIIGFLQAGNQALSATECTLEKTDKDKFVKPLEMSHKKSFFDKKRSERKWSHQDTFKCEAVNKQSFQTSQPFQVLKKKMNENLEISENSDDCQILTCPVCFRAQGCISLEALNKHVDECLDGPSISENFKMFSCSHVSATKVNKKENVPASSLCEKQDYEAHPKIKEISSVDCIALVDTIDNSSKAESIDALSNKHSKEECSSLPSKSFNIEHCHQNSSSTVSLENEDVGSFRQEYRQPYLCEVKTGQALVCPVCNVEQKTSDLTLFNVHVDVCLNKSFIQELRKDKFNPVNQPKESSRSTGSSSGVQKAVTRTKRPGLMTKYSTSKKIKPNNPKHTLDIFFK
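10 nM Pol kappa was preincubated with compounds for 15 min at room temperature. Reaction started with 50 nM (final) substrate. Fluorescence read kinetically at 0 and 10 min.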
Pol iota inh: qHTS for Inhibitors of Polymerase Iota | Pol iota fluorescent replication assay, 10 min | Potency, µM (doses to about 115 µM), inactives show at the top dose activity, negative = inhibition, most hits filed as inhibitors | 390,000 compounds, 1% hits
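Fluorescent replication assay read twice, at 0 min and 10 min after adding 50 nM (final) substrate. Enzyme (10 nM) and compounds were first incubated 15 min at room temperature; enzyme-free buffer wells were negative controls.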
POLH inh: qHTS for Inhibitors of Polymerase Eta. DNA polymerase eta (Homo sapiens), Q9Y253. recombinant Pol eta, fluorescent DNA replication assay. Potency, µM (doses to about 114 µM), without a hit: at the highest dose activity change, negative = inhibition, most hits filed as inhibitors. 390,000 compounds, 1.2% hits. AID 588591, 2011; also: % is scaled to controls: 0 for no effect and ±100 for the full control effect
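Fluorescent replication assay: 50 nM final substrate added after a 15 min room-temperature compound preincubation with 10 nM enzyme. Signal taken at 0 min and again at 10 min.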
POLB inh: qHTS Assay for Inhibitors of DNA Polymerase Beta; P06746; Pol beta primer extension/strand displacement, fluorescence kinetic; Potency, µM (titrated, usually from 114 µM), without a hit: top-dose activity change, negative = inhibition, hits mostly inhibitors; 340,000 compounds, 1.3% hits; AID 485314, 2010; also: % is scaled to controls: 0 for no effect and ±100 for the full control effect
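Values derive from four-parameter Hill fits of normalized kinetic data: reads at 0 and 10 min following addition of 50 nM substrate to 10 nM Pol beta preincubated 15 min with compound.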
APE1 inh: qHTS Assay for Inhibitors of the Human Apurinic/apyrimidinic Endonuclease 1 (APE1); recombinant APE1, TAMRA/BHQ-2 abasic DNA cleavage fluorescence; Potency, µM (titrated, usually from 65.8 µM), for inactives: top-dose activity change, negative = inhibition, usual class: inhibitors; 350,000 compounds, 0.35% hits;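 also: plate controls were vehicle for no effect and reference inhibitor for full effect; nearly all actives have a fitted effect of over 55% in size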
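Enzyme (0.75 nM final) and test compound are incubated 15 min at room temperature before adding 50 nM quenched THF abasic-site duplex. Cleavage dequenches TAMRA, followed at 525/598 nm over three reads one minute apart.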
BAZ2B block: qHTS Assay for Inhibitors of BAZ2B. Bromodomain adjacent to zinc finger domain protein 2B (Homo sapiens), Q9UIF8. AlphaScreen BAZ2B-H3K14Ac peptide displacement. Potency, µM (series often up to 114 µM), inactives show top-dose activity change, negative = inhibition, actives largely listed as inhibitors. 360,000 compounds, 4.4% hits. AID 504333, 2011; also: % is scaled to controls: 0 for no effect and ±100 for the full control effect; nearly all actives have a fitted effect of over 60% in size
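BAZ2B (50 nM) with biotin-H3(5-23)K14Ac peptide (50 nM) in PBS pH 7.4, 0.01% Tween-20, preformed 30 min, then compound 30 min at room temperature; top concentration 110uM. AlphaScreen streptavidin donor/nickel chelate acceptor beads (10 ug/mL final), 20 min dark, signal read.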
BLM helicase inh: qHTS Assay for Inhibitors of Bloom's syndrome helicase (BLM); RecQ-like DNA helicase BLM (Homo sapiens), P54132; recombinant BLM DNA unwinding, fluorescence dequenching; Potency, µM (series often up to 56.1 µM), for the others: at the top dose activity change, negative = inhibition, actives largely listed as inhibitors; 350,000 compounds, 0.2% hits; AID 2528, 2010;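 also: plate controls were vehicle for no effect and no enzyme for full effect; nearly all actives have a fitted effect of over 35% in size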
Numbers without * were called inactive; ? = inconclusive; . = no result given; [ ] = remark or other dose. Calls follow the shape of the dose curve; as a rule, active = well fitted curve in the direction sought with a large enough effect; inconclusive = small, poorly fitted or top-dose-only effect, or another doubt; inactive = no such curve, though single readings can be large; an effect the other way counts as inactive or inconclusive. Potency is read from the fitted curve at half-maximal effect.

Value order – BLM helicase inh, POLH inh, POLB inh, APE1 inh, BAZ2B block, JMJD2A Tudor inh, G9a inh, Pol iota inh, POLK inh
> Cc1ccc(C)c(N2CCN(c3ccc4cc(S(=O)(=O)N5CCCCC5)ccc4n3)CC2)c1
 : -6%, -7%, 12%, -15%, ?, 11%, ?, -1%, -6%
> CCOc1ccc(CN(C(=O)c2oc3ccccc3c2C)C2CCS(=O)(=O)C2)cc1 (stereo not given)
 : -10%, -14%, 30%, 13%, -4%, -26%, ., -8%[58.9 µM], -5%
> CC(=O)Nc1ccc(S(=O)(=O)N(C)c2ccc(O)cc2)cc1
 : 0%, -9%, -1%, -8%, 19%, 9%, -5%[12.7 µM], 1%, 9%
> O=C(NCCc1ccccc1)c1ccc2[nH]c(=O)c(=O)[nH]c2c1
 : 0%, -2%, -1%, 26%, -14%[57.1 µM], -18%, -2%, 32%, -4%
> O=C(OCCc1cc2ccccc2c(=O)o1)c1ccccc1C(F)(F)F
 : ., -13%, ., -18%, 60%[activator], 61%[activator], -18%[0.501 µM], 7%, 3%
> C/C(=N\NC(=O)c1nn(C)cc1Br)c1cccc(NC(=O)C(C)(C)C)c1
 : 1%, -7%, -1%, -7%, -12%, -1%, 6%[12.7 µM], 16%, -5%
> CCOC(=O)C(CC)/C(C)=N/NC(=O)c1ccc([N+](=O)[O-])cc1 (stereo not given)
 : -1%, 3%, 12%, -5%, -2%, -18%, 4%[59 µM], 17%, -9%
> COC(=O)CSc1nc2cc(Cl)ccc2c(=O)n1C1CCCC1
 : -3%, -3%, 27%, 16%, 15%, 10%, 0%[59 µM], 24%, 6%
> CC1CC(C)CN(C(=O)c2cc(-c3ccncc3)nc3ccccc23)C1 (stereo not given)
 : ., -5%, ., 27%, 1%, -7%, 5%[0.501 µM], 22%, -2%
> Cn1nc(-c2ccc(N3CCOCC3)c(NS(=O)(=O)c3ccccc3)c2)c2ccccc2c1=O
 : -6%, 3%, 2%, -5%, -22%, -32%, ?, 58%[activator], 12%
> Cc1ccc(S(=O)(=O)NCCC(=O)NNc2c(F)c(F)cc(F)c2F)cc1
 : ., 3%, ., 2%, ., -13%, ., 9%, -10%
> CC(=C/c1ccccc1)/C=N/NC(=O)c1nnn(-c2nonc2N)c1CN1CCC(C)CC1
 : -1%, -9%, 21%, 11%, 3%, -16%, -19%, 15%, -1%
> CCOC(=O)C1=C(COC(=O)/C=C/c2ccc(OCC)c(OC)c2)NC(=O)NC1C (stereo not given)
 : ., -2%, ., -16%, -5%, -28%, -44%, 36%[activator], -5%
> O=C(CS(=O)(=O)c1c[nH]c2ccccc12)N1CCCCCC1
 : 1%, -9%, 54%, -3%, ., 6%, -3%, ?, -21%
> O=C(OCC(=O)c1ccc(Cl)s1)c1ccc2ccccc2n1
 : 0%, 13%, ?, 2%, ?, -33%, ?, 2%, -10%
> COc1ccc(CNc2cc([N+](=O)[O-])ccc2OC)cc1
 : -10%, 0%, 24%, -6%, 5%, -16%, 20%[0.501 µM], 12%, -9%
> O=C(CCc1ccccc1)Nc1cc2c(cc1Cl)OCCO2
 : -1%, -1%, 23%, -7%, -5%, 0%, 18%[59 µM], 14%, -8%
> CN(CC(O)COc1c(F)cc(Br)cc1F)C1CCCCC1 (stereo not given)
 : 0%, -18%, 22%, 3%, 9%, -18%, 10%[59 µM], 36%[activator], -10%
> COc1ccccc1CNC(=O)COC(=O)c1ccc(NC(N)=O)cc1
 : -1%, -13%, 20%, -5%, -9%, 9%, ?, 13%, -1%
> COc1ccc(NC2=NCCC(=O)N2Cc2cccs2)cc1
 : 2%, 2%, 10%, 1%, ?, -26%, 45µM*, -3%, -17%

2 of the compounds above, with tabs:
canonical_smiles	BLM helicase inh	POLH inh	POLB inh	APE1 inh	BAZ2B block	JMJD2A Tudor inh	G9a inh	Pol iota inh	POLK inh
CCOC(=O)C(CC)/C(C)=N/NC(=O)c1ccc([N+](=O)[O-])cc1 (stereo not given)	-1%	3%	12%	-5%	-2%	-18%	4%[59 µM]	17%	-9%
COC(=O)CSc1nc2cc(Cl)ccc2c(=O)n1C1CCCC1	-3%	-3%	27%	16%	15%	10%	0%[59 µM]	24%	6%

The results go on:
Value order – BLM helicase inh, POLH inh, POLB inh, APE1 inh, BAZ2B block, JMJD2A Tudor inh, G9a inh, Pol iota inh, POLK inh
> Cc1ccc(C(C)NC(=O)c2cc(C)oc2C)cc1 (stereo not given)
 : -1%, -7%, 9%, -4%, -24%, -1%[57.1 µM], 6%[12.7 µM], 7%, -11%
> Cc1ccc(CNC(=O)c2cccc(S(C)(=O)=O)c2)cc1
 : 2%, -8%, 34%, 20%, 8%, -4%, -6%, -5%, 2%
> COc1ccc(/C=C/C(=O)OCc2csc(-c3ccccc3)n2)cc1OC
 : -10%, -10%, 12%, 2%, 10%, 11%, 30%[59 µM], 22%, -1%
> c1coc(C2Nc3ccccc3C3OCCC23)c1 (stereo not given)
 : -2%, -5%, 8%, -2%, -11%, -17%[57.1 µM], ., 0%, -9%
> CN1C(=S)SC(N2OC3C(=O)N(c4ccccc4)C(=O)C3C2c2ccc(Cl)cc2)C1(C)C (stereo not given)
 : -6%, -14%, 0%, 5%, -3%, -14%, 14%[59 µM], 5%, -20%
> O=C(CN1C(=O)/C(=C/c2ccccc2)Sc2ccccc21)NCCCN1CCOCC1
 : -1%, -5%, 31%[activator], 9%, -38%, -13%, -7%[59 µM], -12%, 6%
> COc1ccc2[nH]c(=O)c(CN(Cc3ccc(C)cc3)Cc3nnnn3CC3CCCO3)cc2c1 (stereo not given)
 : 0%, -9%, -27%, -1%, -36%, -16%, ?, 2%, -13%
> COc1ccc(-c2csc(NC(=O)C3CCCO3)n2)cc1 (stereo not given)
 : -3%, -1%, 3%, -8%, ?, ?, 13µM*, ?, 4%
> CC1(C)Cc2c(sc(/N=C/N3CCCCC3)c2C#N)C(C)(C)N1
 : -1%, -11%, 6%, -1%, 8%, -15%, -24%[59 µM], -13%, -5%
> CCC(CC)C(=O)Nc1ccc(Sc2ccc([N+](=O)[O-])cc2)cc1
 : 7%, -6%, 14%, ?, -14%, -14%, -44%, -3%, -6%
> O=C(COC(=O)/C=C/c1ccc([N+](=O)[O-])cc1)NCc1ccc2c(c1)OCO2
 : -2%, 24%, 7%, -3%, -3%, -6%[11.4 µM], ., 6%, 8%
> CC12CCC=CC1C(c1cccc(Br)c1)N(Cc1ccccc1)C2=O (stereo not given)
 : -4%, ., ., -9%, ., -5%, ., ?, 2%
> CN(C)S(=O)(=O)N(CC(=O)NCCSCc1ccc(Cl)cc1)c1ccccc1
 : -13%, -21%, 31%, 8%, -9%, -7%, ., 44%[activator], -11%
> COc1ccc(-c2cc(C(F)(F)F)n3nc(C(=O)OC(C)C)cc3n2)cc1
 : 1%, 3%, -4%, ., 15%, 9%, 23%[59 µM], 12%, -5%[60.1 µM]
> CN1CCN(C(=O)CCCN2C(=O)/C(=C/c3ccccc3)SC2=S)CC1
 : 5%, -7%, 31%, 2%[12.4 µM], ?, ?, ?, 24%, -23%
> COc1ccc(C2NC(Cc3ccccc3)(C(=O)O)C3C(=O)N(c4ccccc4OC)C(=O)C23)cc1 (stereo not given)
 : -1%, -3%, 16%, 2%, 4%, 1%, 50µM*, 20%, -8%
> CC(=O)N1CCc2cc(S(=O)(=O)CCC(=O)N3CCN(C(=O)c4ccco4)CC3)ccc21
 : -6%, -2%, 13%, 3%, 9%, 2%[11.4 µM], ?, ?, -10%
> CCOc1ccc(Nc2nc3cc(S(=O)(=O)CC)ccc3o2)cc1
 : -4%, 5%, -8%, -4%, -9%, ?, ., ?, -19%
> COc1ccc(CNC(=O)CSc2nnc(-c3ccc(NC(C)=O)cc3)n2C)cc1
 : -2%, -18%, 11%, 4%, -36%, 5%, 11%[59 µM], 25%, 0%
> CC1Cc2ccccc2N1C(=S)NC(=O)c1cccc(Br)c1 (stereo not given)
 : -2%, -23%, 30%, -3%, ?, ?, -12%[59 µM], 19%, 0%
> O=C(c1ccc(Br)cc1)N(Cc1ccco1)C1CCS(=O)(=O)C1 (stereo not given)
 : 2%, -13%, -1%, 23%, -13%, -2%, 29%, -4%, -3%
> COc1cc2c(cc1OC)/C(=C/c1ccc(Cl)cc1)C(=O)OC2
 : -12%, -21%, -27%, 3%, -36%, -21%, -61%[59 µM], 0%, -6%
> CC1(C(=O)NC2CCCCC2)Cc2ccccc2C(=O)N1Cc1ccccc1Cl (stereo not given)
 : -4%, ., 2%, ., 23%, 24%, 11%[59 µM], 31%[activator], -13%
> COc1ccc(-c2noc(C(C)NS(=O)(=O)c3ccc(NC(C)=O)cc3)n2)cc1 (stereo not given)
 : -2%, 1%, 0%, 18%, 7%, -14%, 22%, 2%, 12%
> Cc1cc2n(n1)CCC(=O)N2Cc1ccc(C(=O)Nc2cc(Cl)ccc2C)cc1
 : -3%, -12%, 0%, ., -11%, 7%, -7%[59 µM], 35%[activator], 8%
> CC1CCN(C(=O)CSc2n[nH]c(-c3ccc(F)cc3)n2)CC1
 : -3%, 10%, -2%, ., 2%, -12%, -5%[59 µM], -23%, -9%[60.1 µM]
> COC(=O)c1cccc(CN2C(=O)SC(Nc3ccc(Cl)cc3)C2=O)c1 (stereo not given)
 : -12%, -16%, -13%, ., -1%, -9%, -4%[59 µM], -4%, 0%
> O=C(NCc1ccccn1)c1ccc(Cn2cc(C(F)(F)F)ccc2=O)cc1
 : 1%, -15%, -1%, -4%, -21%, -7%, 4%, 30%, -6%
> Cc1ccc(-c2c(C(=O)N/N=C/c3cccnc3)nnn2-c2nonc2N)cc1
 : -2%, -11%, 1%, 25%, -15%[57.1 µM], -3%, 28%, 14%, 1%
> CCOC(=O)CCNC(=O)N1CCCC(N2CCN(c3ccc(OC)cc3)CC2)C1 (stereo not given)
 : 0%, 4%, ?, -12%, -2%, -6%, ., 116%[activator], -5%

Bioassay records deposited in PubChem by National Center for Advancing Translational Sciences (NCATS).

An excerpt; rates above refer to the full screens.
